Screens as filed in PubChem BioAssay.
Tau fibril FP: inhibitors of human tau fibril formation; AID 1468; Potency, µM (top dose mostly 57.7 µM), for inactives: top-dose activity, negative = inhibition, most hits filed as inhibitors; 280,000 tested, 0.39% active; P10636; K18 P301L tau heparin fibrillization, Alexa594 FP, 6 h; note: % is set by controls: 0 for no effect and ±100 for the full control effect; nearly all actives have a fitted effect of over 55% in size
Target sequence (P10636 561-689 P618L limits assumed): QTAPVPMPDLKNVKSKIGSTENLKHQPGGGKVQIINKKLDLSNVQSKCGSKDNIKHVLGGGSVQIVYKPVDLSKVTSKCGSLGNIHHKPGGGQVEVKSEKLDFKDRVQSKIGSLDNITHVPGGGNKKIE
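Read-out: fluorescence polarization of Alexa 594-labeled tau (0.24 uM), 555 nm excitation, 632 nm emission. Mixtures held 15 uM unlabeled K18 P301L, compound and 20 uM heparin, pH 7 acetate buffer, incubated 6 hr at 37 C.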
Tau fibril ThT: blocks human tau fibril formation measured by thioflavin T. P10636. recombinant tau K18 P301L, heparin-induced fibrillization, ThT fluorescence. Potency, µM (titrated, usually from 57.4 µM), for the others: at the top dose activity, negative = inhibition, usual class: inhibitors. 270,000 tested, 2.1% active. AID 1460; note: % is set by controls: 0 for no effect and ±100 for the full control effect; nearly all actives have a fitted effect of over 55% in size
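Recombinant human tau K18 fragment […] carrying P301L, 15 uM unlabeled plus 0.24 uM Alexa 594-labeled, was fibrillized with 20 uM heparin in 100 mM sodium acetate pH 7 for 6 hr at 37 C; 30 uM ThT fluorescence read after 1 hr.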
GAA inh: alpha-glucosidase (human) inhibition; P10253; purified human GAA, 4-MU-alpha-glucoside fluorescence; Potency, µM (titrated, usually from 76.9 µM), inactives show at the top dose activity change, negative = inhibition, most hits filed as inhibitors; 200,000 tested, 0.005% active; AID 1466;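 note: plate controls were uninhibited enzyme wells for no effect and no-enzyme background for full effect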
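Endpoint fluorogenic read: 20 min room-temperature reaction of 4 nM human alpha-glucosidase with 400 uM 4-methylumbelliferyl-alpha-D-pyranoside, pH 5.0, quenched with 1M NaOH/1M glycine pH 10. AC50 from Hill modeling.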
aGal spleen mod: alpha-galactosidase A (human) modulation; P06280; human spleen homogenate, 4MU-alpha-Gal fluorescence, 40 min; Potency, µM (top dose mostly 80 µM), for inactives: top-dose activity change, negative = inhibition, most hits filed as inhibitors; 240,000 tested, 0.008% active; AID 2107;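 note: 0% = enzyme with vehicle and -100% = no enzyme basal signal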
Target sequence (P06280 32-429 limits assumed): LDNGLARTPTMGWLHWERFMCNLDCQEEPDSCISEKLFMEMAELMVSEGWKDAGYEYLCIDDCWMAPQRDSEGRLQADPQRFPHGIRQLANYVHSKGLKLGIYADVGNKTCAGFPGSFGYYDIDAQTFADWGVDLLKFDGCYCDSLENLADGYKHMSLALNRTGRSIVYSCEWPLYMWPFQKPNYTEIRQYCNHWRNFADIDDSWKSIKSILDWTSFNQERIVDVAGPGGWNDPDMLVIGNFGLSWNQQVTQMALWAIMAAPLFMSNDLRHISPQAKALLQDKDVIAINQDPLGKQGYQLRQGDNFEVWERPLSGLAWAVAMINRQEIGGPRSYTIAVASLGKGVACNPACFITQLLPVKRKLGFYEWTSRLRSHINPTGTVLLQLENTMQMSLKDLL
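Spleen homogenate 1 ug + cpd (titration) + 4-MU-alpha-D-galactopyranoside 1 mM; 37C 40 min; 50 mM citrate/phosphate pH 5.0, 0.01% Tween-20; stop pH 10; fluorescence 365/440; AC50 via Hill.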
aGlu spleen mod: inhibitors or activators of human alpha-glucosidase in spleen homogenate | 240,000 tested, 0.006% active | Potency, µM (doses to about 79.9 µM), for the others: at the top dose activity change, negative = inhibition, actives largely listed as inhibitors | AID 2112 | P10253 | human spleen homogenate, 4-MU-alpha-glucoside fluorescence;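 note: 0% = enzyme with vehicle and -100% = no enzyme basal signal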
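Compounds were titrated against alpha-glucosidase in spleen homogenate at pH 5.0, with 1 mM 4-methylumbelliferyl substrate for 40 min at 37 C. Reactions were quenched with pH 10 NaOH/glycine and fluorescence measured.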
HTT cytoprotect: Huntington cell model cytoprotection by ATP luminescence. PC12 HTT-Q103 induced, cytoprotection, ATP luminescence, 40 h. Potency, µM (highest dose often 56.4 µM), without a hit: cytoprotection (ATP increase), usual class: activators. 230,000 tested, 0.14% active;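 note: % of control where 0% means no effect; nearly all actives have a fitted effect of over 45% in size; toxic huntingtin expression switched on by the ecdysone agonist tebufenozide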
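Huntington model: PC12 line, ecdysone-inducible HTTQ103 exon1–GFP, tebufenozide 100 nM. Test articles in a dose series. Endpoint luminescence from cellular ATP.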
Tau fluor cs: counter-screen for tau fibril formation inhibitors; tau K18 P301L (four-repeat tau fragment) Alexa594 fluorescence, heparin fibrillization; 280,000 tested, 0.93% active; AID 1463; Potency, µM (doses to about 57.7 µM), for the others: top-dose activity change, negative = decrease; note: % is set by controls: 0 for no effect and ±100 for the full control effect; nearly all actives have a fitted effect of over 55% in size
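Human K18 P301L tau (15 uM unlabeled plus 0.24 uM Alexa 594-labeled, final) in 100 mM sodium acetate pH 7 was mixed with compound and 20 uM heparin and incubated 6 hr at 37 C.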
GAA glycogen mod: inhibitors or activators of human alpha-glucosidase glycogen cleavage. P10253. recombinant GAA, glycogen substrate, Amplex Red glucose oxidase fluorescence. Potency, µM (doses to about 76.4 µM), for inactives: top-dose activity change, negative = inhibition, most hits filed as inhibitors. 300,000 tested, 0.38% active;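 note: 0% = full enzyme reaction and -100% = no-enzyme basal signal; the screen sought inhibitors and activators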
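Recombinant human alpha-glucosidase (4 nM final) hydrolysed bovine liver glycogen (30 ug) for 40 min at 37 C in pH 5.0 citrate/phosphate with 0.01% Tween-20. Released glucose detected by glucose oxidase/Amplex Red, Ex 573/Em 610 nm. Compounds up to 77 uM; AC50 from Hill fits.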
Active calls of the source: *; ? = inconclusive; nt = no result given; & = joins results of further samples; [ ] = another dose, or the depositor's remark. Calls come from the whole dose curve; as a rule, active = well fitted curve in the direction sought with a large enough effect; inconclusive = small, poorly fitted or top-dose-only effect, or another doubt; inactive = no such curve, though single readings can be large; an effect the other way counts as inactive or inconclusive. Potency is the fitted concentration of half-maximal effect.

Start of the listing, in advance (2 entries):
entry	SMILES	GAA inh	Tau fluor cs	aGlu spleen mod	Tau fibril ThT	HTT cytoprotect	Tau fibril FP	GAA glycogen mod	aGal spleen mod
1	Cc1c(C(=O)OCC(=O)Nc2c(C)n(C)n(-c3ccccc3)c2=O)oc2ccccc12	8%	9%	5%	2%	-5%[10 µM]	6%	12%	2%
2	CCOCC(=O)Nc1cc(OC)c(Cl)cc1OC	?	9%	-11%	1%	11%	5%	1%	9%

Main list, previewed entries included:
entry	SMILES	GAA inh	Tau fluor cs	aGlu spleen mod	Tau fibril ThT	HTT cytoprotect	Tau fibril FP	GAA glycogen mod	aGal spleen mod
1	Cc1c(C(=O)OCC(=O)Nc2c(C)n(C)n(-c3ccccc3)c2=O)oc2ccccc12	8%	9%	5%	2%	-5%[10 µM]	6%	12%	2%
2	CCOCC(=O)Nc1cc(OC)c(Cl)cc1OC	?	9%	-11%	1%	11%	5%	1%	9%
3	CC1CCC(C(C)C)C(OCC(O)CN2CCOCC2)C1 (stereo unspecified)	?	-2%	2%	-9%	15%	10%	4%	0%
4	Cc1ccc(C2CC(=O)C=C(O)C2)cc1 (stereo unspecified)	1%	-16%	-9%	-18%	11%	1%	7%	10%
5	COc1ccccc1NC(=O)CCn1nc(-c2ccccc2OC)c2c(C)cc(C)nc21	nt	-8%	nt	-12%	nt	-2%	-6%[76.3 µM]	nt
6	O=C(NNc1c(Cl)cccc1Cl)c1sccc1Cl	nt	-20%	-5%	-16%	-21%[10 µM]	-12%	?	-8%
7	COc1ccc(NC(=O)C(=O)NCC2(c3ccccc3)CCCC2)c(OC)c1	nt	?	nt	?	nt	-6%	5%[76.3 µM]	nt
8	Cc1nn2c(-c3cccnc3)ccnc2c1-c1ccccc1	?	-8%	-3%	?	nt	-1%	6%	-1%
9	CC1Cc2ccccc2N1C1=CC(=O)CC(C)(C)C1 (stereo unspecified)	2%	10%	-3%	4%	-9%	3%	4%	-1%
10	COc1ccc2sc(NC(C)=O)nc2c1	0%	-13%	-4%	-19%	-14%	1%	8%	4%
11	Cc1c(C(=O)O)sc2nc3n(c(=O)c12)CCCCC3	-7%	2%	-2%	3%	-29%	-2%	12%	-2%
12	CC(=O)NS(=O)(=O)c1ccc(NC(=O)CCc2ccccc2)cc1	4%	-13%	2%	-17%	2%[10 µM]	6%	0%	-1%
13	COc1ccc(C(CCN(Cc2ccc(OC)c(OC)c2)C(C)=O)c2ccccc2)cc1 (stereo unspecified)	-10%	-4%	-5%	-12%	3%[10 µM]	?	-10%	-4%
14	O=C(c1ccc(S(=O)(=O)Cc2ccccc2F)c([N+](=O)[O-])c1)N1CCCCCC1	-4%	-16%	-2%	-14%	-10%	11%	-7%	5%
15	COCCNC(=O)c1ccc2c(c1)CCN2S(C)(=O)=O	0%	-3%	2%	0%	-40%[inhibitor]	-3%	1%	-1%
16	COCCNC(=O)COC(=O)c1ccc(OCC(=O)Nc2ccccc2OC)c(OC)c1	6%	-1%	-2%	0%	-6%	-2%	12%	7%
17	COc1cccc(-n2cnc3cccc(N)c32)c1	-1%	-7%	8%	-10%	11%	1%	12%	16%
18	COc1ccc(N2CCN(Cc3nc4c(c(=O)[nH]c(=O)n4C)n3Cc3ccccc3)CC2)cc1	nt	-13%	nt	-11%	nt	4%	9%[76.3 µM]	nt
19	CCCSc1nnc(Sc2nnnn2-c2ccccc2)s1	-3%	-19%	-3%	-12%	-58%[inhibitor][10 µM]	?	5%	-2%
20	Cc1cc(Cl)c(OCCCNCc2ccccc2)c(Br)c1	3%	-9%	-1%	-14%	-17%	-3%	-10%	11%
21	Cn1c(CCc2ccc(N)cc2)nc2ccccc21	?	6%	0%	-6%	-30%[10 µM]	1%	0%	5%
22	Cc1ccc(/C=N/NC(=O)CCCOc2ccc(Cl)cc2Cl)cc1	1%	-24%	2%	-11%	33%[10 µM]	?	-8%	3%
23	CC(C)Oc1cccc(C(=O)C2CCCN(Cc3cccn3-c3cccnc3)C2)c1 (stereo unspecified)	nt	-19%	-1%	-21%	21%[10 µM]	-3%	1%	1%
24	CN1CCN(c2ccc(CNS(=O)(=O)Cc3cccc(C(F)(F)F)c3)cc2)CC1	nt	-7%	3%	-2%	2%[10 µM]	-3%	4%	6%
25	CS(=O)(=O)c1ccc(Cl)c(NC(=O)C2CC(=O)N(Cc3ccccc3)C2)c1 (stereo unspecified)	2%	-2%	-1%	-12%	7%	7%	6%	0%
26	Cc1ccc(CNC(=O)CSc2nc3n[nH]c(C)c3c(=N)n2-c2cccc(C)c2)cc1	4%	?	-2%	?	3%[10 µM]	?	-8%	9%
27	O=C1CCC(C(=O)Nc2cccc(Oc3ccccc3)c2)=NN1	-1%	-5%	0%	-3%	22%[10 µM]	-1%	1%	8%
28	CC(NC(=S)Nc1ccc(OC(F)F)cc1)c1ccc(F)cc1 (stereo unspecified)	-2%	-24%	3%	5%	nt	-6%	-11%	-6%
29	Cc1ccccc1N1Cc2ccccc2C1	-3%	2%	0%	6%	nt	0%	5%	-13%
30	CCOC(=O)c1cc(OC(=O)c2ccccc2OC)n(-c2ccccc2)n1	-2%	-19%&-7%	-2%	?	23%	3%&4%	1%[76.3 µM]	0%
31	COCCn1c(SCC(=O)Nc2nnc(C)s2)nnc1-c1cc2ccccc2cc1O	0%	-14%	-1%	-7%	-25%	-2%	-9%	?
32	Cc1ccc(NC(=O)c2cccc3c2-c2ccccc2C3=O)cc1C	-7%	?	-4%	?	-42%[inhibitor]	-2%	-6%	-5%
33	CCCCOC(=O)C1C2C=CC3(CN(CCc4ccccc4)C(=O)C13)O2 (stereo unspecified)	-3%	2%	0%	-4%	13%[10 µM]	5%	0%	-15%
34	Cc1cc(/C(=N/O)C(C)(C)NO)ccc1Cl	3%	-6%	-1%	-16%	23%[10 µM]	3%	-24%	0%
35	CCN1N=C(c2cc(Cl)sc2Cl)CSC1=O	-4%	-11%	0%	-19%	-6%[1.9 µM]	-10%	-1%	3%
36	Cc1ccccc1NC1=NC2(CCCC2)N=C(N)N1	-1%	3%	3%	1%	-22%	0%	-2%	0%
37	OCC(O)C(O)[C@H](O[C@H]1OC(CO)C(O)C(O)C1O)[C@H](O)CO (stereo partly specified)	nt	-5%	-4%	-7%	nt	-3%	nt	5%
38	CCOC(=O)c1ccc(-c2ccc(/C=C(\C#N)c3nc4ccc(C)cc4[nH]3)o2)cc1	nt	-18%	nt	-5%	nt	-1%	1%[76.3 µM]	nt
39	Cc1cccc(N2CCN(CC(=O)Nc3ccccc3[N+](=O)[O-])CC2)c1C	-6%	-26%	1%	?	-12%	7%	5%	8%
40	CCCc1c(OCCCCc2nn[nH]n2)ccc(C(C)=O)c1O	-4%&-10%[15.4 µM]	-10%&-15%&0%&-4%&-4%&-16%	5%&-1%&-2%&-23%&5%&4%	-3%&-8%&3%&-4%&-3%&-12%	-8%&-160%&14%&-33%&-36%	14%&-3%&-4%&-3%&6%&-4%	4%&-6%	?
41	O=C(NCc1ccc2c(c1)OCO2)c1cccc(S(=O)(=O)N2CCOCC2)c1	-5%	0%	0%	1%	3%	3%	3%	5%
42	O=C(Oc1ccc(N(Cc2cccs2)C2=NS(=O)(=O)c3ccccc32)cc1)c1ccccc1F	-19%	-24%	-4%	-12%	15%	6%	0%	1%
43	CN1C(=O)C(O)(CC(=O)c2cccnc2)c2ccccc21 (stereo unspecified)	?	1%	-18%	-9%	12%[10 µM]	0%	3%	-14%
44	CN(C)N=Nc1ccc(S(N)(=O)=O)cc1	-2%	0%	-1%	-5%	-7%[10 µM]	0%	15%	-8%
45	Cc1[nH]c(=O)[nH]c(=O)c1NC(=O)c1sc2nc3c(C)cccc3cc2c1N	4%	-15%	3%	?	19%[10 µM]	16%	3%	8%
46	CCOC(=O)NC1(C(F)(F)F)C(=O)N(Cc2ccccn2)C2=C1C(=O)CC(C)(C)C2 (stereo unspecified)	-1%	-1%	0%	-1%	-6%	0%	12%	-4%
47	C#CCCCC(=O)Nc1ccccc1	nt	-1%	9%	-2%	10%	9%	nt	-13%
48	CCSC(C)CC1C/C(=N/O)c2c(C)noc2C1 (stereo unspecified)	-4%	-17%	1%	-9%	-21%	-9%	7%	10%
49	CCc1ccc(OCC(=O)Nc2ccc(S(=O)(=O)N3CCCC3)cc2)c(Br)c1	-2%	-23%	1%	-11%	-18%	-5%	6%	8%
50	CCOC(=O)c1ccc(NC(=O)Nc2ncccc2C)cc1	-10%	0%	-23%	0%	-36%[inhibitor]	8%	-10%	1%
51	COc1ccc2c(=O)c3c(=O)n(Cc4ccco4)c(-c4cc(OC)c(OC)c(OC)c4)nc3oc2c1	-2%	-11%	-2%	?	20%[10 µM]	-8%	8%	-5%
52	O=C(O)c1cc(C(F)(F)F)nc2c(C(F)(F)F)cccc12	nt	-8%&0%	-8%&4%	0%&-7%	-26%	-6%&2%	3%	-7%&5%
53	O=S1(=O)CC(O)C(NCc2cccnc2)C1 (stereo unspecified)	7%	-5%	-3%	-6%	7%[10 µM]	-1%	0%	-4%
54	O=C1c2ccccc2C(=O)N1CCCCN(C(=O)c1cccc([N+](=O)[O-])c1)c1ccc(Cl)cc1	1%	-24%	-11%	-5%	-24%	12%	-5%	-1%
55	O=C(Nc1cccnc1)c1c(O)c2cccc3c2n(c1=O)CC3	0%	0%	-4%	-11%	-15%[10 µM]	2%	-12%	-1%
56	COc1cc([N+](=O)[O-])ccc1NC(=O)CN1CCCC1	-1%	-3%	-4%	-4%	-12%	-1%	28%	3%
